Bioassay records deposited in PubChem BioAssay by National Center for Advancing Translational Sciences (NCATS).
SMN2 splice up = enhancers of SMN2 splice variant expression; HEK293 SMN2-luciferase splicing reporter, luminescence, 30-36 h; Potency, µM (titrated, usually from 46.1 µM), for inactives: at the top dose activity change, positive = activation, usual class: activators; actives 2.8% (n = 210,000); AID 1458; active = well fitted activation curve with a large enough effect; inconclusive = small, poorly fitted or top-dose-only effect; inactive = no such curve, though single readings can be large or run the other way; note: % of control where 0% means no effect; nearly all actives have a fitted effect of over 55% in size
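HEK293 cells carry an SMN2 […]–luciferase reporter in which exon 7 inclusion puts luciferase in frame. Cells were plated 10-12 h before compound addition, then incubated 30-36 h at 37C. ONE-Glo luminescence was read; sodium butyrate at 4.5 mM final served as control.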
An asterisk follows results filed as active; ? = inconclusive; [ ] = another dose, or the depositor's remark. Potency is the fitted concentration of half-maximal effect. A portion of the library; rates above refer to the full screens.

SMILES	SMN2 splice up
CN1CCN(C(=O)Nc2cccc(Cl)c2)c2cccnc21	?
COc1ccc(NC(=O)c2oc3ccccc3c2NC(=O)COc2ccc(C(C)C)cc2)c(OC)c1	1%
O=C(CCS(=O)(=O)c1nc(-c2ccc3c(c2)OCO3)cc(C(F)(F)F)n1)Nc1ccc(Br)cc1	-69%[inhibitor]
Cc1cc(OCCCn2c(CCNC(=O)C3CCCCC3)nc3ccccc32)ccc1Cl	-4%
COC(=O)c1cc2occc2n1Cc1nc(-c2ccccc2)oc1C	2%
CCOc1cc(C2c3c(oc4ccccc4c3=O)C(=O)N2c2ccccn2)ccc1O (stereo unspecified)	28%
COc1ccc(CCNC(=O)CSc2cc(=O)n(C)c3ccccc23)cc1OC	13%
O=C(Nc1ccc(Br)cc1)C1CCN(S(=O)(=O)c2cccc3nsnc23)CC1	-12%
CCOc1ccc(C2C(C(N)=O)=C(C)Nc3nc(-c4ccc(OC)cc4)nn32)cc1 (stereo unspecified)	-3%
Cc1oc(-c2ccccc2Cl)nc1CS(=O)CC(=O)NCc1ccc(Cl)cc1 (stereo unspecified)	27%
Cn1c(=O)c2c(nc(NCCCCO)n2Cc2ccccc2Cl)n(C)c1=O	3%
CCOC(=O)C(Cc1ccccc1)NC(=O)Cn1nnc(-c2ccc(C)cc2)n1 (stereo unspecified)	-1%
COc1cccc(-n2c(=O)c3c(C)c(C)sc3n(CC(=O)NCCc3ccc(OC)c(OC)c3)c2=O)c1	-6%
CCC1CCc2nc3sc(C(=O)Nc4ccc(C)cc4)c(N)c3cc2C1 (stereo unspecified)	-11%
CCC(C)NC(=O)CSCc1nc(-c2ccc(C)cc2)oc1C (stereo unspecified)	-42%[inhibitor]
Cc1cccc(-n2c(=O)c3ccccc3n(Cc3ccccc3)c2=O)c1	2%
COc1ccc(C(=O)N2CC(=O)Nc3ccc(C)cc3C2c2ccccc2)cc1OC (stereo unspecified)	21%
Cc1c2cnn(CC(=O)NCCc3ccccc3)c(=O)c2c(C)n1Cc1ccccc1	2%
COCCCNC(=O)CS(=O)Cc1nc(-c2cccc(C)c2)oc1C (stereo unspecified)	19%
CCOc1ccc(NC(=O)Cn2c(=O)n(Cc3ccccc3)c(=O)c3sc4ccccc4c32)cc1	4%
CCOC(=O)C1CCN(C(=O)Cn2ncc3c4ccccc4n(Cc4ccccc4F)c3c2=O)CC1	14%
COC(=O)c1ccccc1NC(=O)Cn1c(=O)n(Cc2ccc(C(=O)NCc3ccc4c(c3)OCO4)cc2)c(=O)c2ccccc21	15%
Cc1ccccc1C(=O)n1nc(-c2ccco2)nc1NCc1cccs1	2%
CCn1c(COc2ccc(Cl)cc2Cl)nc2ccccc21	30%
CCC(=O)N1CCc2cc(S(=O)(=O)CCC(=O)N3CCN(c4cccc(C)c4C)CC3)ccc21	-2%

Next section; the last 5 above are carried over.
SMILES	SMN2 splice up
CCOC(=O)C1CCN(C(=O)Cn2ncc3c4ccccc4n(Cc4ccccc4F)c3c2=O)CC1	14%
COC(=O)c1ccccc1NC(=O)Cn1c(=O)n(Cc2ccc(C(=O)NCc3ccc4c(c3)OCO4)cc2)c(=O)c2ccccc21	15%
Cc1ccccc1C(=O)n1nc(-c2ccco2)nc1NCc1cccs1	2%
CCn1c(COc2ccc(Cl)cc2Cl)nc2ccccc21	30%
CCC(=O)N1CCc2cc(S(=O)(=O)CCC(=O)N3CCN(c4cccc(C)c4C)CC3)ccc21	-2%
CSc1ccc(CCNC(=O)c2cc3c(-c4ccccc4F)nn(C)c3s2)cc1	-6%
CCN(CC)c1cc(C)c2cc(NC(=O)/C=C/c3ccc(C)cc3)ccc2n1	-9%
Cc1ccc2oc(=O)c3cc(C(=O)Nc4ccc(C)c(F)c4)sc3c2c1	6%
Cc1cccn2c(=O)c(C(=O)NCc3ccccc3Cl)c(O)nc12	-1%
Cc1oc2ccc(O)c(CN3CCN(C)CC3)c2c1C(=O)Nc1cccc(C(F)(F)F)c1	-16%
COc1ccc(-n2c(-c3ccco3)nc3c(cnn3-c3ccc(Cl)cc3)c2=O)cc1	2%
CCNC(=O)CC1C(=O)N(c2ccc(C)cc2)C(=O)N1CCC(C)C (stereo unspecified)	2%
Cc1ccc2nc(-c3cccs3)c(Nc3c(C)cccc3C)n2c1	7%
Fc1ccccc1Cn1c(-c2ccccc2)nc2ccccc21	40%
CCc1ccc(-n2c(=O)c3sc4ccccc4c3n(CC(=O)NC3CCCC3)c2=O)cc1	5%
Cc1c(NC(=O)Nc2ccc(F)c(Cl)c2)c(=O)n(-c2ccccc2)n1C	-4%
CCOc1ccccc1NC(=O)c1ccc2c(Cl)c3c(nc2c1)CCC3	22%
COc1ccc(N(CC(=O)Nc2ccc(C)c(C)c2)S(=O)(=O)c2ccc(C)cc2)cc1OC	-1%
CCOc1ccc(NS(=O)(=O)c2c(C)nc3sc(CC)nn3c2=O)cc1	-23%
Cc1ccc(NC(=O)Cn2cc(S(=O)(=O)c3ccccc3)c(=O)c3cc4c(cc32)OCO4)cc1	-9%
CCCCNc1nc(Oc2ccc(=O)n(C)n2)nc(N2CCOCC2)n1	?
O=C(c1ccc2c(c1)CCN2S(=O)(=O)c1ccc(Cl)cc1)N1CCN(c2ccc(F)cc2)CC1	-50%[inhibitor]
Cc1cccc(C(=O)Nc2ccc(OCc3cc(=O)n4c5c(sc4n3)CCCC5)cc2)c1	-2%
COc1ccc(C(=O)c2cn(CC(=O)Nc3cc(OC)cc(OC)c3)c3ccc(OC)cc3c2=O)cc1	?
CCC(=O)N1CCc2cc(Br)cc(S(=O)(=O)CCC(=O)NCc3cccc(OC)c3)c21	3%
COc1ccccc1Nc1c2c(nc3ccc(NC(=O)c4ccc(OC)c(OC)c4)cc13)CCCC2	-14%
Cc1ccc(C2c3c(-c4ccccc4O)n[nH]c3C(=O)N2CCCO)cc1 (stereo unspecified)	5%
Cc1cc(C)c2c(CC(=O)N(Cc3ccc(Cl)cc3)Cc3ccco3)coc2c1	-30%[inhibitor]
Cc1ccccc1C(=O)N1CCC(C(=O)Nc2ccc(F)cc2F)CC1	-4%
COc1ccc(N(C(=O)COc2ccc(Br)cc2)S(=O)(=O)c2ccc(C)cc2)cc1	1%
Next section
SMILES	SMN2 splice up
CCn1c(NCc2cccc(Cl)c2)nc2ccccc21	-3%
CCOc1cc(C(=O)NCc2nc(-c3cccc(C)c3)no2)cc(OCC)c1OCC	-5%
COc1ccc(NC(=O)CCc2c(C)nc3c(c2C)c(=O)n(C)c(=O)n3C)c(OC)c1	-10%
CCC(C(=O)N1CCN(c2ccc(OC)cc2)CC1)n1nc(C)n2c(cc3occc32)c1=O (stereo unspecified)	-30%
Cc1ccc(C)n1-c1nnc(N2CCCC(C(=O)NCc3ccccc3)C2)s1 (stereo unspecified)	15%
CCc1ccc(C2c3c(-c4ccccc4)n[nH]c3C(=O)N2c2ccc(C(=O)O)cc2)cc1 (stereo unspecified)	-19%
CCOc1ccc2nc(NC(=O)c3nc(SCc4ccccc4C)ncc3Cl)sc2c1	11%
COc1ccc(CCNCc2c(C(=O)O)c(C)n(Cc3cccc(C)c3)c2C)cc1OC	2%
CC(=O)N1CCc2cc(S(=O)(=O)CCC(=O)Nc3ccc(C)cc3Br)ccc21	-6%
Cc1cc(C)c(S(=O)(=O)NCCc2cc3ccc(C)c(C)c3[nH]c2=O)c(C)c1	-1%
COc1ccc(-c2nsc(NC(=O)c3oc4cc(C)c(C)cc4c3C)n2)cc1	4%
Cc1cccc2c1-c1sc(C(=O)N(C)c3cccc(C(F)(F)F)c3)cc1CO2	-12%
CCCCN(CCCC)CCNC(=O)Cn1nc(C)n2c(cc3sccc32)c1=O	-1%
Cc1ccc(-n2c3nc(=O)n(C)c(=O)c-3cc3c(Cl)cccc32)c(C)c1	-5%
Cc1c2cnn(CC(=O)NCc3ccc(F)cc3)c(=O)c2c(C)n1Cc1cccc(Cl)c1	-2%
COc1cc(Cl)c(C)cc1NC(=O)c1cc2c(=O)oc3ccccc3c2s1	4%
CCCCc1nc2ccccc2n1CC(=O)N(COCC)c1c(C)cccc1CC	-20%
Cn1nc(-c2ccccc2)c(-c2ccccc2)c(C(=O)Nc2ccccc2C(N)=O)c1=O	-4%
Cc1ccc(NC2(c3ccccc3)C(=O)c3ccccc3C2=O)cc1F	8%
COc1cc(CNc2ccc3c(c2)ncn3C(C)C)cc(OC)c1OC	-10%
COc1ccccc1N1CCN(C(=O)c2ccc3c(c2)N(Cc2cc(C)ccc2C)C(=O)c2ccccc2S3(=O)=O)CC1	-11%
COc1ccc(CCNC(=O)Cn2nnc(-c3ccc(C(F)(F)F)cc3)n2)cc1OC	-4%
Cc1c(-c2ccccc2)n(-c2ccccc2O)c2nc3c(c(=O)n(C)c(=O)n3C)n12	-3%
COc1ccc2c(c1)c(=O)c(S(=O)(=O)c1ccc(F)cc1)cn2CC(=O)Nc1ccc(C)cc1C	-6%
CCc1ccc(NC(=O)CSc2nc3c(oc4ccccc43)c(=O)n2-c2cccc(C)c2)cc1	-4%
Remaining list, next part
SMILES	SMN2 splice up
CCOc1ccccc1NC(=O)Cn1nnc2sc3c(c2c1=O)CCC(C(C)(C)C)C3 (stereo unspecified)	-14%
COc1ccc(-c2cc(C(=O)NCc3ccc(F)cc3)no2)cc1	-1%
Cc1nn(-c2ccccc2)c(OC(=O)c2ccc(Cl)cc2)c1S(=O)(=O)c1ccccc1	-4%
CC(=O)c1cccc(NCc2ccccc2-c2nnc(-c3ccccc3)o2)c1	12%
Cc1nnc(NC(=O)c2nc(SC(C)C)ncc2Cl)s1	-3%
COc1ccccc1NC(=O)c1oc2ccccc2c1NC(=O)Cc1ccccc1	-1%
COc1ccc(N(CC(=O)NCCc2cccc(C)c2)S(=O)(=O)c2c(C)nn(C)c2C)cc1	-13%
COc1ccc(N(C(=O)c2ccccc2C)S(=O)(=O)c2ccc3c(c2)n(C)c(=O)n3C)cc1	-3%
CCSc1ncc(Cl)c(C(=O)Nc2c(C(=O)Nc3cccc(C)c3)oc3ccccc23)n1	5%
CCOc1ccc(N(C(=O)Cn2nnc3ccccc32)C(C(=O)NCc2ccccc2)c2ccc(OC)cc2)cc1 (stereo unspecified)	7%
CCOc1ccc(NC(=O)c2ccc(NC(=O)CCS(=O)(=O)c3cccs3)cc2)cc1	15%
O=C(O)CCSc1nnc(-c2ccc(Cl)cc2Cl)o1	-30%[inhibitor]
O=C(Cn1ncc2c3ccccc3n(Cc3ccccc3)c2c1=O)NCc1ccccn1	11%
Cn1c2ccccc2c2c(C(=O)N3CCN(c4cccc(C(F)(F)F)c4)CC3)cn(C3CCCCC3)c(=O)c21	-5%
COc1ccc(N(CC(=O)NCCc2ccc(C)cc2)S(=O)(=O)c2c(C)nn(C)c2C)cc1	2%
COc1cc(OC)cc(-c2nc3nc(C)c(CCC(=O)Nc4ccc(C)cc4)c(C)n3n2)c1	-2%
Cc1cc(C)c2oc(-c3cccc(NC(=O)c4cc5ccccc5o4)c3)nc2c1	-2%
CC(C)Oc1ccc(C(=O)N2CCCCC2CCN2CCCCC2)cc1 (stereo unspecified)	0%
Cc1ccc(CNC(=O)CCc2c(C)nc3nc(C)nn3c2C)cc1	5%
C#CC(C)(CC)NC(=O)Cn1nnc(-c2ccc(OCc3ccccc3Cl)cc2)n1 (stereo unspecified)	-19%
O=C(Nc1ccc(F)c(F)c1)C1CCCN1S(=O)(=O)c1cccc2nsnc12 (stereo unspecified)	-16%
Cc1ccc(-n2c(=O)c3c(C)c(C)sc3n(Cc3ccc(F)cc3Cl)c2=O)cc1C	8%
CCCc1nn2c(C)c(-c3ccccc3)nc2s1	26%
CC(=O)c1cccc(-n2c(=O)c3c4c(sc3n(Cc3cccc(C)c3)c2=O)CN(C(C)=O)CC4)c1	-3%
COc1ccc(CCNC(=O)Cn2c(=O)n(-c3ccc(C)c(C)c3)c(=O)c3c(C)c(C)sc32)cc1OC	-4%
The listing continues:
SMILES	SMN2 splice up
COc1cc(C2N=C(N)Nc3nc4ccccc4n32)ccc1OCC(=O)O (stereo unspecified)	0%
CCOC(=O)c1ccc(NC(=O)c2csc3c2CCCCC3)cc1	-17%
O=C(NCCCc1ccccc1)c1nn(-c2ccccc2F)nc1CO	-31%[inhibitor]
O=C(CC1NCCNC1=O)Nc1ccc(F)c(Cl)c1 (stereo unspecified)	6%
CCOC(=O)c1cc2c(=O)n3ccccc3nc2n(CC(C)C)c1=NC(=O)C(C)Oc1ccccc1 (stereo unspecified)	3%
Cc1ccccc1-c1nnc(C2CCN(S(=O)(=O)c3ccc(Cl)cc3)CC2)o1	6%
CC1CCCCN1C(=O)c1cc(-c2ccc(Br)cc2)on1 (stereo unspecified)	8%
Cc1c(C(=O)N(Cc2ccc(N(C)C)cc2)CC2CCCO2)oc2ccccc12 (stereo unspecified)	7%
Cc1ccc(Cn2nnc3sc4c(c3c2=O)CCC(C)C4)cc1 (stereo unspecified)	-4%

In the list so far, these have two or more sulfur atoms.
SMILES	SMN2 splice up
O=C(Nc1ccc(Br)cc1)C1CCN(S(=O)(=O)c2cccc3nsnc23)CC1	-12%
CSc1ccc(CCNC(=O)c2cc3c(-c4ccccc4F)nn(C)c3s2)cc1	-6%
CCOc1ccc(NS(=O)(=O)c2c(C)nc3sc(CC)nn3c2=O)cc1	-23%
CCOc1ccc2nc(NC(=O)c3nc(SCc4ccccc4C)ncc3Cl)sc2c1	11%
Cc1nnc(NC(=O)c2nc(SC(C)C)ncc2Cl)s1	-3%
CCOc1ccc(NC(=O)c2ccc(NC(=O)CCS(=O)(=O)c3cccs3)cc2)cc1	15%
O=C(Nc1ccc(F)c(F)c1)C1CCCN1S(=O)(=O)c1cccc2nsnc12 (stereo unspecified)	-16%
